Screening data: PubChem, several laboratories
Mcl1 Noxa PPI: Mcl-1/Noxa binding inhibitors, primary screen, biochemical, TR-FRET, 1536-well | TR-FRET Mcl-1/Noxa peptide binding, 2 h | inhibition, % at 21.7 µM | 220,000 tested, 1.5% active | AID 1022, 2008;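 active = compounds that cut the protein-peptide binding signal by more than 50% relative to plate controls in a single-dose test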;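 also: His-tagged Mcl-1 with rhodamine Noxa BH3 peptide and terbium anti-His antibody; 0% = Mcl-1 plus Noxa peptide wells and 100% = peptide-only wells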
RGS4-Gao reg: modulators of RGS4 binding to Galphao, primary screen, biochemical, multiplexed bead flow cytometry; Guanine nucleotide-binding protein G(o) subunit alpha (Homo sapiens), P09471; actives lie on both sides; binding response (% of control), % at 10 µM; 220,000 tested, 0.33% active; AID 1415, 2008; in the data active = binding response below about 49% or above about 150%; inactive = in between;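 also: fluorescent Galphao activated with aluminum fluoride binding bead-coupled RGS4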
Avidin fluor: green autofluorescence of compounds with avidin beads – biophysical, 488/530 nm, flow cytometry, artefact control, profiling panel; compound fluorescence 488/530 nm; active compounds read high; fluorescence (KMESF) at 10 µM; 220,000 tested, 0.38% active; AID 1775, 2009; in the data active = fluorescence above about 47; also: inactives centre near 10
RGS8-Gao: RGS8-Galphao binding modulators, primary screen, biochemical, multiplexed bead flow cytometry; response (percent of control binding), % at 10 µM; Guanine nucleotide-binding protein G(o) subunit alpha (Homo sapiens), P09471; actives lie on both sides; 220,000 tested, 0.34% active; in the data active = response below about 60% or above about 140%; inactive = in between;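 also: Galphao activated as the GDP aluminium fluoride complex binding bead-coupled RGS8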
ABCB1 inh: ABCB1 efflux pump inhibitors, primary screen, cell-based, multiplex, flow cytometry, ABCG2 counter-screen | ATP-dependent translocase ABCB1 (Homo sapiens), P08183 | CCRF-Adr cells, JC-1 efflux | inhibition, % at 6.6 µM | 190,000 tested, 0.067% active | AID 1326, 2008; in the data active = inhibition above about 40%;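 also: 0% = vehicle and 100% = reference inhibitor; higher value means more JC-1 retained so stronger ABCB1 efflux block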
Target sequence (P08183 whole entry, looked up): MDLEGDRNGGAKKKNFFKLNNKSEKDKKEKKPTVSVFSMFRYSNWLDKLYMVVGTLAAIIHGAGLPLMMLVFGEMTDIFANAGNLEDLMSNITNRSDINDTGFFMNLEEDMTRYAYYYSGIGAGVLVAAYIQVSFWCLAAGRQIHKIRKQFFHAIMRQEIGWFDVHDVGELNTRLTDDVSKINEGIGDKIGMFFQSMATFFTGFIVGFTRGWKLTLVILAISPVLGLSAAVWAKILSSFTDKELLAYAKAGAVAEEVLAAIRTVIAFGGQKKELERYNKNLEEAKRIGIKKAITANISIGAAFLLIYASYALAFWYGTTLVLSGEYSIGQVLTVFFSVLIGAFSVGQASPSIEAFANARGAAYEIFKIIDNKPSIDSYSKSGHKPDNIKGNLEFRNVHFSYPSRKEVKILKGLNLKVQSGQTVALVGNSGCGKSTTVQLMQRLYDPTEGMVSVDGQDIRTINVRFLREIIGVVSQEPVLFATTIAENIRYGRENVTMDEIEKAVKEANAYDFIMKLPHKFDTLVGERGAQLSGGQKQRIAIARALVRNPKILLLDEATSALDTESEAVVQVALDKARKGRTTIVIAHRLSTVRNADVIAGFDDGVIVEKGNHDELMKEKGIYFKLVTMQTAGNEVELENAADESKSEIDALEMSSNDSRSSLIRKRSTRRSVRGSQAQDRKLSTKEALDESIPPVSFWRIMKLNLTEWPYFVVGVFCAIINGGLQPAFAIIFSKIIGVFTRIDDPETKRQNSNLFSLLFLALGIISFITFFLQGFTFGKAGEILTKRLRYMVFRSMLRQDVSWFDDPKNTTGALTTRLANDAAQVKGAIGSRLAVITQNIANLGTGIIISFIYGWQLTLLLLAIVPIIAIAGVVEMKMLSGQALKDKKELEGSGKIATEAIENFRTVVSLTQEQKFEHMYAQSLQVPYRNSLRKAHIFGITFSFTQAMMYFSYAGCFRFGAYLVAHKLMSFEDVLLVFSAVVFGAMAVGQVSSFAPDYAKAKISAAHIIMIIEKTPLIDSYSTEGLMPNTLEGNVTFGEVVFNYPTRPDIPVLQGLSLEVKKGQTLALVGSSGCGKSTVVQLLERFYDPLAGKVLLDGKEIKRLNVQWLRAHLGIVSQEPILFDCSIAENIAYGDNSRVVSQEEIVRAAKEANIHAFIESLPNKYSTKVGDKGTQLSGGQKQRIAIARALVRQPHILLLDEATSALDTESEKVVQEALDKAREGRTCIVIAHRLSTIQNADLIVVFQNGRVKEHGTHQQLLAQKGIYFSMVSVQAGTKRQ
Bim-Mcl-1: inhibitors of Bim peptide binding to Mcl-1, primary screen, biochemical, bead-based flow cytometry, multiplex. Induced myeloid leukemia cell differentiation protein Mcl-1 (Homo sapiens), Q07820. Bim peptide-Mcl-1 binding. 190,000 tested, 0.1% active. inhibition, % at 10 µM; in the data active = inhibition above about 40%;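 also: 0% = no compound tracer wells and 100% = peptide blocker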
ABCG2 inh: ABCG2 efflux pump inhibitors, primary screen, multiplex with ABCB1, IgMXP3 cells, flow cytometry; Broad substrate specificity ATP-binding cassette transporter ABCG2 (Homo sapiens), Q9UNQ0; JC-1 efflux; inhibition, % at 6.6 µM; 190,000 tested, 0.1% active; AID 1325, 2008;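 active = inhibition above 80%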;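 also: 0% = DMSO and 100% = nicardipine control wells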
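material = IgMXP3 (ABCG2) plus far-red-tagged CCRF-Adr (ABCB1) cells | amount = 3 million cells/mL, equal mix of both lines | also added = JC-1 transporter substrate | dosing = one concentration, 6.6 µM final | schedule = 10 min at 25 °C | measured by = flow cytometric JC-1 green MFI at 530 nm | read-out basis = percent efflux inhibition, scaled nicardipine 100% to DMSO 0%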
Mcl1 Bid PPI: Mcl-1/Bid binding inhibitors, primary screen, biochemical, TR-FRET, 1536-well; TR-FRET Mcl-1/Bid-Dy647 peptide binding; inhibition, % at 21.7 µM; 220,000 tested, 0.97% active; AID 1021, 2008;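 active = compounds that cut the binding signal by more than half at the single screening dose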;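 also: His-tagged Mcl-1 with europium anti-His antibody binding Bid BH3 peptide; 0% = Mcl-1 plus peptide wells and 100% = peptide-only wells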
Pf gamet viab: late stage P. falciparum gametocyte viability inhibitors, primary screen, ATP luminescence, HTS; AID 743093, 2013; inhibition, % at 10.9 µM; 150,000 tested, 0.065% active; P. falciparum stage V gametocytes, 24 h;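 active = inhibition above the mean plus 3 SD of compounds within the control limits, set per campaign, cut at about 38% in these data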;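 also: 0% = DMSO wells and 100% = medium only without gametocytes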
RGS7-Gao reg: RGS7-Galphao binding modulators, primary screen, biochemical, multiplexed bead flow cytometry | binding response (% of control), % at 10 µM | 220,000 tested, 0.35% active | Guanine nucleotide-binding protein G(o) subunit alpha (Homo sapiens), P09471 | actives lie on both sides | AID 1439, 2008; in the data active = binding response below about 49% or above about 150%; inconclusive = no clear call, values can overlap the other calls; inactive = in between;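 also: fluorescent Galphao held in activated GDP-AlF4 state binding bead-coupled RGS7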
GSH fluor: compound fluorescence on glutathione beads, profiling panel, artefact control, biophysical, 488/530 nm, flow cytometry. GSH beads flow cytometry, compound fluorescence 488/530 nm; active compounds read high. fluorescence (KMESF) at 10 µM. 190,000 tested, 0.25% active; in the data active = fluorescence above about 89;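 also: glutathione beads carrying GST-tagged Bcl family fusion proteins plus one bare bead set; values are compound well signal with DMSO vehicle wells as background; inactives centre near 16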
* marks the source's active call; other numbers are inactive results; ? = inconclusive; . = not tested or not shown; [ ] = dose if it differs, or a comment.

Values run as follows: Mcl1 Noxa PPI	RGS4-Gao reg	Avidin fluor	RGS8-Gao	ABCB1 inh	Bim-Mcl-1	ABCG2 inh	Mcl1 Bid PPI	Pf gamet viab	RGS7-Gao reg	GSH fluor
- Cc1ccc(NC(=O)/C=C/c2cccs2)c([N+](=O)[O-])c1
    15	99	6	98	0.6	0	5	-4	-37	98	18
- Cc1cccc(C)c1NC(=O)CN(C)CC(=O)Nc1ccccc1Oc1ccccc1
    15	96	11	104	0.6	0	0	-14	2	103	21
- Cc1ccc(CNC(=O)C2CCCN(S(=O)(=O)c3c(C)n[nH]c3C)C2)cc1 (centres undefined)
    -1	110	6	106	0.9	1	5	16	-3	105	34
- COc1ccc(OCC(=O)N2N=C(C)CC2(O)C(F)(F)F)cc1 (centres undefined)
    -8	98	11	97	0.4	-3	3	-9	0	?	18
- CCC(=O)N1CCc2cc(OC)c(OC)cc2C1COc1ccc(OC)cc1 (centres undefined)
    9	102	21	103	1.3	0	4	-9	-10	100	10
- CN(CCC1CCOCC1)Cc1cn[nH]c1-c1ccc(-c2ccccc2)cc1
    11	97	9	101	0.4	-2	1	-6	3	93	50
- CCOC(=O)N1CCN(S(=O)(=O)c2cc(Cl)ccc2Cl)CC1
    -7	98	25	99	0.0	-2	0	-4	9	95	13
- CC(CCc1ccccc1)NC(=O)COC(=O)c1ccccc1O (centres undefined)
    0	98	8	98	0.3	0	4	0	5	92	66
- O=C(Nc1ccccc1)OCc1cn(-c2ccc(Cl)cc2)nn1
    11	98	37	102	0.7	-2	4	-2	4	100	12
- CCOC(=O)CNC(=S)N(Cc1ccccc1)Cc1cccs1
    0	102	12	105	-1.3	0	0	-52	-3	102	14
- COc1ccccc1NC(=O)C1=C(C)Nc2ncnn2C1c1ccc(C)o1 (centres undefined)
    2	99	7	100	0.7	0	2	-13	.	98	51
- CCN(CC)c1ccc(/C=N/Nc2nc(C)cc(C)n2)c(O)c1
    22	113	5	118	-1.0	0	-4	-78	-13	104	5
- COc1ccccc1NS(=O)(=O)c1cccc(C(=O)NN)c1
    -11	97	9	103	-0.3	-1	-1	-32	14	104	20
- CCc1ccccc1NC(=O)c1cnc2n(c1=O)CCS2
    17	104	7	102	0.1	-1	1	-12	.	99	13
- Cc1ccc(C(c2c(C)n(C)n(-c3ccccc3)c2=O)c2c(C)n(C)n(-c3ccccc3)c2=O)s1
    -56	98	10	99	0.4	0	0	-51	0	103	12
- CCC(C(=O)O)N1C(=O)/C(=C/c2cccn2C)SC1=S (centres undefined)
    8	97	5	99	0.9	1	1	-44	-9	101	5
- CN(C)c1ccc(C2C3CCCc4ccccc4C3=NN2C)cc1 (centres undefined)
    2	100	6	98	.	.	.	-47	-13	?	.
- Cc1cccc(NC(=S)N2CCn3cccc3C2c2cccnc2)c1 (centres undefined)
    -10	93	8	91	0.0	-1	-1	-28	.	81	8
- O=C(CN1CCN(c2ccc(O)cc2)CC1)Nc1cc(S(=O)(=O)N2CCCCC2)ccc1Cl
    69*	99	11	101	0.8	1	0	-60	-2	?	10
- CCOC(=O)c1nnc(-c2ccccc2)nc1Oc1ccccc1Cl
    4	102	9	99	1.8	12	19	22	-17	97	56
- CCn1c(NC(=O)c2nn(C)cc2Br)nc2ccccc21
    6	104	6	106	0.4	-7	6	-11	-20	105	10
- CC(=O)N(Cc1ccc(Br)cc1)c1cccc(C)c1C
    4	101	9	102	4.2	-2	15	-23	9	105	14
- CCSc1nc2c(c(=O)[nH]1)C(c1cccnc1)C(C(=O)OC(C)C)=C(C)N2 (centres undefined)
    -19	102	6	105	0.8	-4	6	-22	7	102	18
- CC[C@@H]1CC=C[C@H]2[C@H]1C(=O)N(Cc1ccccc1)[C@H]2c1ccoc1
    1	101	10	99	.	.	.	-42	.	?	.
- NC(=S)Nc1ccc(Cl)cc1Cl
    6	101	7	102	.	.	.	-29	7	.	.
- COc1ccc(C2/C=C\CNCC(=O)N2Cc2ccc(F)cc2)cc1 (centres undefined)
    9	103	9	103	.	.	.	-56	.	?	.
- C/C(=N/NC(=O)CNc1ccc(C)cc1)c1ccc(Br)s1
    14	101	11	102	0.4	1	2	-10	.	101	37
- Cc1ccc(C)c(CSc2nc3ccncc3n2CC(=O)Nc2ccc(C)c(C)c2)c1
    -76	103	6	101	-0.8	-2	-2	-12	.	102	13
- Cc1cc2ccccc2n1CCNC(=O)COc1ccccc1
    6	105	7	97	0.4	1	4	-38	.	104	14
- N#C/C(=C(/O)COC(=O)c1ccc(O)cc1)c1nc2ccccc2[nH]1
    20	96	7	96	.	.	.	-148	-24	?	.
- CN(C)S(=O)(=O)c1cccc2c1C(=O)c1ccccc1C2=O
    7	99	3	100	-0.7	7	3	12	-7	99	10
- COC(=O)c1cn(-c2ccccc2)c(=O)c2ccccc12
    -2	99	10	98	1.4	-1	11	-22	-9	?	16
- Cc1cc(C)n2c(-c3ccccc3Cl)nnc2n1
    19	99	6	101	0.3	0	3	-34	.	103	6
- CC(C)(C)c1nc2scc(-c3ccc(Cl)cc3)c2c(=O)o1
    0	110	3	104	0.0	0	0	-18	.	102	43
- CCOC(=O)N1CCC(O)(c2cc(C)c(C)cc2C)CC1
    -2	101	3	101	0.3	1	1	2	.	107	39
- Cc1nn(CCCC(=O)Nc2ccccn2)c(C)c1[N+](=O)[O-]
    10	106	24	116	0.7	-3	2	-11	.	110	15
- CNc1ccc(Br)cc(C(=O)/C=C/c2ccc(OC)cc2OC)c1=O
    76*	99	2	94	-0.7	22	-5	-2	2	95	3
- Cc1nc(C2COc3ccccc3O2)sc1C(=O)O (centres undefined)
    28	106	8	103	.	.	.	-3	2	?	.
- Fc1ccc(-c2cnn3c(-c4ccncc4)ccnc23)cc1
    9	112	10	100	-0.2	0	3	-5	.	105	14
- CCOC(=O)c1cc(-c2c(Cl)cccc2Cl)no1
    0	99	6	100	.	.	.	5	12	?	.
- COc1ccccc1Oc1ccc2c(c1)C(=O)N(c1cccc3ncccc13)C2=O
    16	105	4	107	2.1	11	4	19	14	103	4
- O=C(N/N=C/c1ccc(-c2ccccc2[N+](=O)[O-])o1)c1cccnc1
    33	102	29	110	0.7	3	6	-61	.	105	12
- COc1ccc(/C=C/C(=O)C2CC2)cc1COc1cccc(C)c1C
    15	106	7	101	.	.	.	7	-1	?	.
- Cc1ccc(S(=O)(=O)N2CCCC2C(=O)NCc2ccco2)cc1 (centres undefined)
    -3	104	23	102	0.2	-2	-1	-7	.	100	20
- COc1ccccc1NC(=O)c1ccc(NC(=O)CSc2nncn2C)cc1
    22	102	8	107	0.1	-2	5	-16	7	106	11
- CCOC(=O)Cn1c(=N)n(CCOc2ccc(F)cc2)c2ccccc21
    28	76	4	90	.	.	.	-7	6	?	.
- CC(C)c1ccccc1-n1c(SCc2cc(=O)oc3ccc4ccccc4c23)nnc1-c1cccnc1
    0	99	23	101	10	-7	4	-8	-4	103	9
- Cc1nnc2ccc(-c3cccc(NS(C)(=O)=O)c3)nn12
    -12	99	5	95	1.3	-2	3	0	12	101	18
- CCN(CC)c1ccc(CNc2nc3ccccc3n2C)cc1
    11	96	8	94	.	.	.	97*	-21	?	.
- Cc1ccc2nc(-c3ccncc3)cc(-c3ccccc3)c2c1
    25	98	7	97	1.0	1	6	9	.	97	24
- COc1ccc2nc(NC(=O)c3ccccc3-c3ccccc3C(=O)O)sc2c1
    12	99	.	102	-0.2	0	0	7	11	96	13
- CCn1c2ccccc2c(=O)c2ccccc21
    20	103	9	102	0.2	1	4	-2	16	101	13
- COc1ccc(CN(C(=O)c2ccc(CN3CCOCC3)o2)C(C(=O)NCC2CCCO2)c2ccc(F)cc2)cc1 (centres undefined)
    -7	100	8	99	0.0	-1	0	-9	0	100	11
- O=C(Nc1ccc(N2CCN(C(=O)c3ccc(Cl)cc3)CC2)cc1)c1ccc([N+](=O)[O-])o1
    15	99	13	101	0.1	-1	6	-27	12	?	18
- CC12CC3CC(C)(C1)CC(CN1CCOCC1)(C3)C2
    10	97	17	97	0.7	-1	4	1	2	95	26
- COC(=O)[C@H](CC(C)C)NC(=O)NC1CCCc2ccccc21 (some centres undefined)
    9	102	11	102	0.6	1	4	-13	.	99	22
- CC1CCc2nn(CC(=O)NC3CCCC3)cc2C1 (centres undefined)
    -2	102	6	101	-0.1	0	0	-10	.	97	17
- COc1ccc(NC(=S)N2CCCC(CO)C2)c(OC)c1 (centres undefined)
    -4	96	3	97	0.2	-30	0	-59	-33	98	17
- Cc1[nH]n(-c2ccccc2)c(=O)c1C=NCCc1ccccc1
    21	101	21	99	0.8	-1	7	6	-25	99	10
- CCOC(=O)C(C)n1cnc2c(nnn2-c2ccc(OC)cc2)c1=O (centres undefined)
    10	99	6	96	0.3	-5	7	0	14	104	11

Other results follow:
Values run as follows: Mcl1 Noxa PPI	RGS4-Gao reg	Avidin fluor	RGS8-Gao	ABCB1 inh	Bim-Mcl-1	ABCG2 inh	Mcl1 Bid PPI	Pf gamet viab	RGS7-Gao reg	GSH fluor
- O=C(CCN1C(=O)/C(=C/c2ccccc2Cl)SC1=S)NC1=NCCS1
    30	127	17	157*[activator]	-0.2	-5	2	12	.	122	12
- Cc1onc(-c2c(F)cccc2Cl)c1C(=O)N1CCN(S(C)(=O)=O)CC1
    -5	101	6	101	-0.4	5	-3	-4	-12	103	27
- Cc1ccccc1NC(=S)NC(=O)c1cncc(Br)c1
    12	99	5	98	0.0	-8	1	-38	.	108	10
- COc1cccc(C2NC(=O)c3sc(=S)n(-c4ccccc4)c3N2)c1 (centres undefined)
    5	106	11	105	-0.1	5	0	-62	.	107	7
- COc1ccc(/C=C2\SC(=NCc3ccccc3)NC2=O)cc1
    -6	100	4	100	0.0	-1	1	-26	.	100	8
- c1ccc(Cc2cc(-c3ccccc3)on2)cc1
    -2	99	22	100	0.0	0	0	-2	-8	101	15
